CHO parental Ca: ATP-evoked calcium signal inhibitors, parental CHO, primary screen, counter-screen for OX1R antagonist project, cell-based, fluorescence, Fluo-8 calcium dye; AID 463079, 2010; inhibition, % at 5.6 µM; parental CHO-K1, ATP-induced calcium, Fluo-8 fluorescence; actives 0.63% (n = 330,000);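 active = inhibition above that plate's mean sample inhibition plus 3 SD, cut at about 26% in these data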;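 also: 0% = ATP-challenged DMSO wells and 100% = DMSO wells without ATP; some compounds past the cut are filed as inactive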
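Test system: parental CHO cells; detection: calcium-sensitive Fluo-8 fluorescence; evaluation: percent inhibition of calcium signal; also added: ATP as calcium-mobilizing challenge; repeats: one well per compound; control set: ATP-challenged DMSO wells low, unchallenged DMSO wells high; compound: single nominal dose of 5.6 µM per compound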
M1 PAM: human M1 muscarinic receptor positive allosteric modulators, primary screen, CHO-K1 cells, Fluo-8 calcium fluorescence, 1536-well. Muscarinic acetylcholine receptor M1 (Homo sapiens), P11229. CHO-K1 hM1, ACh EC20; 0% = ACh EC20, 100% = maximal ACh. activation, % at 3 µM. actives 0.088% (n = 360,000); in the data active = activation above about 19%, passing the limit was not always enough
Target sequence (P11229 whole entry, looked up): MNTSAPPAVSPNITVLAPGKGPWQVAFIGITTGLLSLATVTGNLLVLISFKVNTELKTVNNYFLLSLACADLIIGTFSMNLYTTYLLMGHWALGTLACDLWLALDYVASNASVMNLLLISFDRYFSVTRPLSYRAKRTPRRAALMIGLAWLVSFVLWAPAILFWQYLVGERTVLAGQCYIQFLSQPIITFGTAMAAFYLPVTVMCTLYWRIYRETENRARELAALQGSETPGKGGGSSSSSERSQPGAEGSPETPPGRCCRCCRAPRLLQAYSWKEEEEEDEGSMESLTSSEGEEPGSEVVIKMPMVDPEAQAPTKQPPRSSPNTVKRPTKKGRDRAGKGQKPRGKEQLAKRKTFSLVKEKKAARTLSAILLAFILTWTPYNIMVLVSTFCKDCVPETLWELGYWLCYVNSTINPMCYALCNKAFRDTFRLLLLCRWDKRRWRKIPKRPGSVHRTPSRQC
OXTR potentiate: human OXTR potentiators, primary screen, fluorescence, CHO-OTR cells, Fluo-8 calcium | Oxytocin receptor (Homo sapiens), P30559 | Fluo-8 calcium fluorescence, potentiator mode; 0% = oxytocin EC15, 100% = EC100 | activation, % at 3 µM | actives 0.061% (n = 320,000) | AID 2445, 2010;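 active = activation above that plate's cutoff, the mean activation of tested compounds plus 3 SD, cut at about 6.6% in these data, passing the limit was not always enough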;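 also: 100% uses oxytocin at 75 nM as the full agonist control; some results filed as inactive read as strong as hits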
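Assay system: CHO cell line stably expressing human OTR. Reagent: EC15 oxytocin agonist. Dosing: single dose, 3.0 µM nominal final compound concentration. Timing: compound 6 min at room temperature before oxytocin, 100 s read. Signal: kinetic Fluo-8 calcium fluorescence. Controls: oxytocin EC15 low and EC100 high.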
TAAR1 agonist: human TAAR1 agonists, primary screen, Fluo-8 calcium fluorescence, CHO RD-HGA16 cells; Trace amine-associated receptor 1 (Homo sapiens), Q96RJ0; vehicle wells 0%, saturating PEA agonist 100%; activation, % at 3 µM; actives 0.99% (n = 360,000); AID 624467, 2012;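 active = activation above the mean activation of all test compounds in the run plus 3 SD, cut at about 38% in these data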
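Test system: RD-HGA16 (CHO) cells co-expressing Gα16 and hTAAR1 / Benchmarks: DMSO vehicle as 0%, PEA at EC100 as 100% / Repeats: no replicates (n 1) / Measure: % activation from peak over basal fluorescence ratio, DMSO-to-PEA scaled / Timing: 17-24 h plating, Fluo-8 75 min 37 °C, 30 min RT / Technique: kinetic Fluo-8 calcium fluorescence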
V1R ag counter: agonists of human V1a receptor, primary screen, counter-screen for OXTR agonist project, fluorescence, CHO-V1R cells | Fluo-8 calcium fluorescence, agonist mode; 0% DMSO, 100% 3 nM vasopressin | actives 0.25% (n = 320,000) | activation, % at 3 µM | Vasopressin V1a receptor (Homo sapiens), P37288;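 active = activation above the mean activation of all tested compounds plus 3 SD, per screening run, cut at about 20% in these data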;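 also: signal is peak over basal fluorescence ratio across a 100 second FLIPR read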
Target sequence (P37288 whole entry, looked up): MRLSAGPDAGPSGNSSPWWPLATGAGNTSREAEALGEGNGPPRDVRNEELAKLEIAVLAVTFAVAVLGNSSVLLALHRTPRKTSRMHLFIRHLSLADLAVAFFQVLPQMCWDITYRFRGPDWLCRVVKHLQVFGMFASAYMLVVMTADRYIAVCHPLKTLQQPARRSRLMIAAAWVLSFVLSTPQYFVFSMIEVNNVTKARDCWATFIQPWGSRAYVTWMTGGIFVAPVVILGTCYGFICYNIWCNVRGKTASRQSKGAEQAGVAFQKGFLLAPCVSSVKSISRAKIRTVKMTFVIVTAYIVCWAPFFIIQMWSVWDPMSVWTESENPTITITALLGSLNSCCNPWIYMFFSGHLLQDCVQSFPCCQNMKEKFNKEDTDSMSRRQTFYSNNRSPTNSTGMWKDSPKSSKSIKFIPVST
OXTR ag: human OXTR agonists, primary screen, fluorescence, CHO-OTR cells, Fluo-8 calcium; Oxytocin receptor (Homo sapiens), P30559; Fluo-8 calcium fluorescence; normalized: DMSO 0%, oxytocin 100%; activation, % at 3 µM; actives 0.32% (n = 320,000); AID 2435, 2010;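 active = activation above the mean of all tested compounds plus 3 SD, cutoff set per screening run, cut at about 20% in these data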;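 also: peak over basal fluorescence ratio from a 100 s FLIPR kinetic read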
TAAR1 antagonist: human TAAR1 antagonists, primary screen, Fluo-8 calcium fluorescence, CHO RD-HGA16 cells; Trace amine-associated receptor 1 (Homo sapiens), Q96RJ0; antagonist; inhibition, % at 3 µM; actives 1.5% (n = 360,000); AID 624466, 2012;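 active = inhibition above a per-plate cutoff, the mean inhibition of test compounds on that plate plus 3 SD, cut at about 49% in these data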;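 also: 0% = DMSO plus EC80 beta-PEA response and 100% = DMSO alone without agonist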
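Test system: RD-HGA16 CHO cells with stable hTAAR1 and Gα16 / Probe or stimulus: EC80 β-phenethylamine stimulus / Times: seeding 17-24 h prior, 75-min 37 °C, 30-min RT dye loading / Detection: Fluo-8 calcium-sensitive fluorescence / Read-out basis: % inhibition scaled between DMSO and EC80 PEA controls / Repeats: singlicate, one well per test compound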
CHRM1 antagonist: human M1 muscarinic receptor antagonists, primary screen, CHO-K1 cells, Fluo-8 calcium fluorescence, 1536-well. AID 588852, 2011. CHO-K1 hM1, ACh EC80 antagonist. inhibition, % at 3 µM. actives 1.3% (n = 360,000);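 active = percent inhibition above its own plate's cutoff, namely the mean of that plate's compound wells plus 3 SD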;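 also: peak over basal fluorescence ratio during 140 s after agonist addition; 0% = ACh EC80 plus DMSO and 100% = DMSO alone without agonist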
M1 ag: human M1 muscarinic receptor agonists, primary screen, Fluo-8 calcium fluorescence, CHO-K1 cells, HTS; AID 588814, 2011; CHO-K1 hM1, agonist mode; 0% DMSO, 100% acetylcholine EC100; Muscarinic acetylcholine receptor M1 (Homo sapiens), P11229; actives 0.33% (n = 360,000); activation, % at 3 µM;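 active = activation above the run's mean compound activation plus 3 SD, cut at about 16% in these data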;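 also: peak over basal fluorescence ratio within a 140 s kinetic read after compound addition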
Numbers without * were called inactive; nt = not tested or not shown.

SMILES	CHO parental Ca	M1 PAM	OXTR potentiate	TAAR1 agonist	V1R ag counter	OXTR ag	TAAR1 antagonist	CHRM1 antagonist	M1 ag
Cc1csc(NC(=O)CCn2c(=O)sc3ccccc32)n1	-6	10	-12	8	0.4	-1.2	5	-14	-1
O=C(CCc1ccc(S(=O)(=O)NC2CCCCC2)cc1)NCc1ccccn1	-17	11	-11	11	0.9	0.5	2	-5	-10
CCOC(=O)C1CCN(C(=O)COc2cccc(C)c2)CC1	-1	-1	-13	12	0.1	0.0	-1	-4	-3
CCCCNC(C(=O)Nc1ccc([N+](=O)[O-])cc1Br)c1ccccc1 (stereo not given)	-26	4	-2	13	-1.1	-3.1	-17	2	-8
S=c1nc(-c2ccccc2)oc2c1CCCC2	-3	-11	-6	9	0.3	-0.6	-5	5	-2
O=C(C(=O)N1CCN(C(=O)c2ccco2)CC1)c1c[nH]c2ccccc12	-3	14	-7	-1	0.1	0.2	1	-11	-5
COC(=O)NC1(C(F)(F)F)C(=O)NC(C)=C1C(=O)OC (stereo not given)	9	8	-9	12	1.1	0.3	3	-42	-1
CCC(C)(C(=O)NC1CCCC1)N(C(=O)CNC(C)=O)c1ccc(C)cc1 (stereo not given)	1	4	-10	4	0.0	0.0	-16	-16	-2
CCOc1ccc(/C(O)=C2/C(=O)C(=O)N(c3ccccn3)C2c2ccc(Cl)cc2)c(C)c1 (stereo not given)	nt	3	nt	1	nt	nt	3	-8	-1
Cc1ccc(NC(=O)CCc2ccc(S(=O)(=O)N3CCOCC3)cc2)c(C)c1	-14	4	1	1	-0.3	-1.3	-15	-4	-5
CC(=O)Nc1ccc(NC(=O)c2ccccc2Sc2ccc([N+](=O)[O-])cc2Cl)cc1	15	-7	-12	30	13	10	9	10	-1
Cc1cc(NC(=O)CCCn2cc([N+](=O)[O-])cn2)n(Cc2ccc(F)cc2)n1	-17	-2	-7	2	2.1	1.9	-1	-12	-5
Cc1onc(-c2ccccc2)c1C(=O)NC(C)C	-2	8	-1	-1	0.6	0.6	16	-18	-3
CN(CCCC1CCCC1)C(=O)c1cc(COc2ccc(F)c(F)c2)on1	-17	6	-19	0	8.3	-1.5	-4	0	-1
COCC(C)NCc1ccccc1C (stereo not given)	0	7	1	8	1.9	0.9	11	-44	-3
CCOc1ccc2cc(C3CC(c4ccco4)=NN3S(C)(=O)=O)c(Cl)nc2c1 (stereo not given)	-19	6	-2	2	0.0	-0.2	3	-9	-5
CCO[C@@H]1OC(C(=O)O)=C[C@H](c2cn(C(C)=O)c3ccccc23)[C@H]1CCCO	2	4	5	14	0.0	0.3	0	2	-2
CCCCCCC(O)(c1ccc(OC)cc1)C(CN1CCOCC1)c1ccccc1 (stereo not given)	nt	18	nt	6	nt	nt	-5	-19	-2
Cc1cccc(CCNC(=O)c2cccc(NC3=NC4CS(=O)(=O)CC4S3)c2)c1 (stereo not given)	-3	-6	-3	3	1.6	0.2	-3	13	-4
O=C(C1CCN(S(=O)(=O)c2cccc3nsnc23)CC1)N1CCn2c1nc1ccccc12	-5	12	-13	nt	-1.1	-0.8	nt	-26	17*

Exported with values under each structure: entries from further up.
Every second line gives: CHO parental Ca	M1 PAM	OXTR potentiate	TAAR1 agonist	V1R ag counter	OXTR ag	TAAR1 antagonist	CHRM1 antagonist	M1 ag
- Cc1cc(NC(=O)CCCn2cc([N+](=O)[O-])cn2)n(Cc2ccc(F)cc2)n1
→ -17	-2	-7	2	2.1	1.9	-1	-12	-5
- Cc1onc(-c2ccccc2)c1C(=O)NC(C)C
→ -2	8	-1	-1	0.6	0.6	16	-18	-3

Remaining list, next part
SMILES	CHO parental Ca	M1 PAM	OXTR potentiate	TAAR1 agonist	V1R ag counter	OXTR ag	TAAR1 antagonist	CHRM1 antagonist	M1 ag
CCn1cc(S(=O)(=O)Nc2cc(C)ccc2F)cn1	-2	5	-4	1	0.5	0.6	-13	-9	-3
COc1ccc(N2C(=O)C3CCCN3C2c2cccs2)cc1 (stereo not given)	5	10	-5	2	-0.3	-1.3	-21	-20	2
Cc1cc(C)c2sc(NNC(=O)C3COc4ccccc4O3)nc2c1 (stereo not given)	-11	12	-8	1	0.8	-1.4	-18	-16	-6
Cc1cccc(NC(=O)C2CCCN2/C=C/C(=O)C(F)(F)F)c1C (stereo not given)	-5	8	5	0	1.2	1.4	6	-3	-7
O=C(COC(=O)c1cnccn1)NCc1ccc2c(c1)OCO2	5	1	-11	4	0.7	-1.2	-12	5	-2
CCCCC(=O)NC(c1ccc(OC)c(OC)c1)c1ccc2cccnc2c1O (stereo not given)	nt	18	nt	2	nt	nt	-15	-22	2
O=C(Nc1ccc(C(=O)NCc2ccc(F)cc2)cc1)C1=CSCCO1	-13	1	-9	6	2.9	2.9	13	4	0
CCC(c1nnnn1Cc1ccco1)N(CCN1CCOCC1)Cc1cc2cc(C)ccc2[nH]c1=O (stereo not given)	-17	-3	-5	7	-0.1	0.5	-15	-9	-5
Cc1cc(OCC(O)CN)ccc1Cl (stereo not given)	-5	9	-15	1	0.9	1.0	-11	0	-2
Cn1ncc(C(=O)N=S(C)(=O)c2ccccc2)c1[N+](=O)[O-] (stereo not given)	4	7	-5	0	0.3	0.1	-2	-19	-1
COCCNC(=S)Nc1cc(S(=O)(=O)N2CCOCC2)ccc1N1CCCCC1	-8	12	-15	2	0.0	-0.9	-24	-10	-1
O=C(COC(=O)c1cccc(S(=O)(=O)N2CCCC2)c1)Nc1ccccc1Cl	nt	7	nt	2	nt	nt	-12	-7	-3
O=C(NCc1ccncc1)c1cn(-c2ccccc2)nc1-c1cccnc1	-30	8	6	1	0.3	0.2	14	-13	-15
Cc1nnc(SCCn2c(N3CCCCC3)nc3c2c(=O)n(C)c(=O)n3C)s1	-10	8	-16	2	-0.8	-0.1	6	-17	-4
N#Cc1ccc(C(=O)Nc2nc(-c3cccs3)c(C(=O)C(F)(F)F)s2)cc1	25*	-12	-8	3	9.8	16	-23	15	4
CC1CC(C)CN(C(=O)COC(=O)c2cc3ccccc3cc2O)C1 (stereo not given)	-6	-4	-14	3	1.1	0.1	13	8	-4
CCN(CC)C(=O)Cn1cc(S(=O)(=O)CC(=O)NCc2ccc(F)cc2)c2ccccc21	-10	2	-7	3	-0.7	-0.6	-26	0	-2
CC[C@@H]1C=C(C(=O)O)[C@H](c2ccc(C#N)cc2)N1S(=O)(=O)c1ccc(C)cc1	-4	5	5	7	0.6	0.7	-24	-2	2
COCCCNc1nc2c(c(=O)[nH]c(=O)n2C)n1CC(O)COc1ccccc1 (stereo not given)	1	4	3	1	-0.5	-0.1	1	4	-4
CCCCN(CCCC)C(=S)NC(=O)C(C)(C)C	-12	2	-2	10	-1.3	-1.2	7	-10	-9
Clc1ccc(-c2csc(-c3ccncc3)n2)cc1	-17	1	-6	-2	-0.5	-0.4	-31	-6	-8
CCOc1cc(N2CCOCC2)c(OCC)cc1NC(=O)CN1C(=O)N(C)C2(CCCCC2)C1=O	-10	4	1	4	-0.2	-0.6	-24	-2	-3
Cc1cc(C)c(S(=O)(=O)c2ccccc2F)c(=O)[nH]1	-11	19	-11	4	0.5	0.1	1	-18	3
CCN1C(=O)/C(=C/c2cnn(CC)c2C)SC1=S	-19	0	-5	4	2.8	1.6	-15	-9	-6
COc1ccc(C(C)NC(=O)c2ccc([N+](=O)[O-])cc2)cc1OC (stereo not given)	0	-1	-7	9	0.3	-1.0	5	-1	-4
COCCOC(=O)c1c(C)oc2ccc(OCc3cc(C(=O)OC)oc3C)cc12	-25	-4	-2	20	-0.3	-0.7	20	3	-3
Cc1c(NC(=S)NC(NC(=O)CC(C)C)C(Cl)(Cl)Cl)c(=O)n(-c2ccccc2)n1C (stereo not given)	1	6	-3	1	-0.6	0.1	-13	-3	-4
COc1ccc(N2C3=C(CC4=C2CC(C)(C)CC4=O)C(=O)CC(C)(C)C3)cc1	0	1	-9	9	-0.6	-0.3	-8	1	-3
Cc1cc2c(cc1C)/C(=N/NC(=O)c1ccccn1)CCC2	-10	5	-1	-1	0.3	-2.8	-10	-8	-5
CCOc1ccc(NC(=O)N2CCC(NC(=O)C(Cc3ccccc3OC)NC(C)=O)CC2)cc1 (stereo not given)	-9	10	-6	-3	1.5	-0.2	19	-10	-2
OC(C#CCN1CCCCCC1)(c1ccccc1)c1cccnc1 (stereo not given)	-13	-26	-7	0	3.0	-2.5	-16	99*	-5
Cc1ccc(/C=N/NC(=O)c2cc(C)oc2C)cc1	-10	10	-3	2	-0.2	-1.7	-22	-14	-2
CCCCn1c(SCC(=O)N(CC)C2CCS(=O)(=O)C2)nc2cc(S(N)(=O)=O)ccc21 (stereo not given)	-10	9	4	0	1.6	0.2	-12	2	-7
Cc1ccc(S(=O)(=O)O/N=C2\CCCc3ccccc32)cc1	-2	0	-8	6	-0.2	0.3	3	-20	-2
O=C(OC1CCOC1=O)c1ccc(NS(=O)(=O)c2cccs2)cc1 (stereo not given)	-7	3	-5	2	0.9	1.5	-4	5	-1
Cc1cccc(/C=C2/SC(=O)N(Cc3ccccc3)C2=O)n1	-26	4	-10	0	0.5	0.4	-7	-22	-2
O=C(c1cc2ccccc2oc1=O)N(Cc1ccccc1)CC1CCCO1 (stereo not given)	-11	8	-5	7	-0.2	-0.7	-9	-11	-3
O=C(O)c1ccc2c(=O)n3c(nc2c1)/C(=C/c1ccc(C(F)(F)F)cc1)CC3	-13	6	-7	13	0.0	-0.2	-5	5	0
CC(C)(C)C1=C(C#N)C(c2ccncc2)C(C#N)=C(N)O1 (stereo not given)	-2	16	-7	4	0.3	-0.7	12	-15	-1

Source: PubChem
